# Screens (PubChem)
# GLP-1R inv ag = inverse agonists of human GLP-1 receptor; HEK293 GLP-1R CRE-luciferase, luminescence, 24 h; GLP-1R form is constitutively active; Potency, µM (highest dose often 38.3 µM), inactives show at the top dose activity change, negative = inhibition, most hits filed as inhibitors; 410,000 compounds, 1.6% hits; AID 624417; further: potency means the concentration at half of the fitted maximal effect; on the % scale 0 is the no-effect control and ±100 the full control effect; nearly all actives have a fitted effect of over 55% in size
# Target sequence (P43220 whole entry, looked up): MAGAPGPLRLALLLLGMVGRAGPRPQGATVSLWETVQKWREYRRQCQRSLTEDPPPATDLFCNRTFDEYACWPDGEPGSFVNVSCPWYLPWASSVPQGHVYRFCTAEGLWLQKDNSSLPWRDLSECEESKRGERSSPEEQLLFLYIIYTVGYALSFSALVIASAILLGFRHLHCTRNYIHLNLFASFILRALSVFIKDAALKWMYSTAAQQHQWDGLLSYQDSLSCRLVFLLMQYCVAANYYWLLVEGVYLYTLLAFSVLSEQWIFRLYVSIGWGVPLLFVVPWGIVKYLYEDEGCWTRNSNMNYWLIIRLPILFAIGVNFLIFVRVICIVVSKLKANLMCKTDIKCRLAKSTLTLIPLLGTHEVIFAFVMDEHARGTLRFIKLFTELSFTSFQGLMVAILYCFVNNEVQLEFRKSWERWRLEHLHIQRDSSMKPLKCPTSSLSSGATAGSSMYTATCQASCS
#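 Cells are plated, allowed 12 hours at 37 deg C, then treated with compounds for 24 hr before luciferase detection reagent is added and luminescence is read after 12 min at room temperature. The HEK293 line carries constitutively active GLP-1R with a cAMP-responsive reporter.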
# PTHR1 ag = PTHR1 (human) receptor agonism. Q03431. HEK293 GP2 PTHR1 cells, GloSensor cAMP luminescence, 1 h. Potency, µM (titrated, usually from 115 µM), for the others: at the top dose activation, hits mostly activators. 410,000 compounds, 0.075% hits; further: potency means the concentration at half of the fitted maximal effect; nearly all actives have a fitted effect of over 55% in size; some results filed as inactive show a strong effect at the top dose; inactives centre near -15; many of its hits are not listed in these tables
# Target sequence (Q03431 whole entry, looked up): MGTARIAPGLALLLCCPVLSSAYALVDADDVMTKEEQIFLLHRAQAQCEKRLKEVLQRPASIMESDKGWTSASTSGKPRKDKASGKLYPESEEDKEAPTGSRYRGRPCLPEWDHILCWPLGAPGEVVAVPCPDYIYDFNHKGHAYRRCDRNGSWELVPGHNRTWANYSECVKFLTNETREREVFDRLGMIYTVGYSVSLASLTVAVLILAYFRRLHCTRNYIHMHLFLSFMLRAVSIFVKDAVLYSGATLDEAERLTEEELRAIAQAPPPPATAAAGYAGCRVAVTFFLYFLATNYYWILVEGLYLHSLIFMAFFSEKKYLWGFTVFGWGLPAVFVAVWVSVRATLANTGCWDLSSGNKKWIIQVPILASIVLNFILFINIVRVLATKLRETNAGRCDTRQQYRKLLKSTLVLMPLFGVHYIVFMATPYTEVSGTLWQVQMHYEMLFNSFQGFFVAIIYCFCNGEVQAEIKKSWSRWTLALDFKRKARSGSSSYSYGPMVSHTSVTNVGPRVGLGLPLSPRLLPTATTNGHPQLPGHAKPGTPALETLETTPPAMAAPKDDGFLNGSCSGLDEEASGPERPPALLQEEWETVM
#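 HEK-293-derived GP2 cells expressing PTHR1 and a GloSensor cAMP reporter, 3,000/well, plated overnight, given luciferin plus IBMX (each 0.5 mM as added) for 1 h at 37 °C, then compound for 1 h at 37 °C. Luminescence was read after 15 min at room temperature.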
# MmCpn inh = inhibitors of Methanococcus maripaludis chaperonin (MmCpn) | purified Mm-Cpn ATPase, ADP Transcreener TR-FRET | Potency, µM (titrated, usually from 76.9 µM), without a hit: at the top dose activity, negative = inhibition, usual class: inhibitors | 330,000 compounds, 0.031% hits | AID 504842; further: potency means the concentration at half of the fitted maximal effect; on the % scale 0 is the no-effect control and ±100 the full control effect; nearly all actives have a fitted effect of over 80% in size
#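 ATPase read-out: TR-FRET ADP immunoassay (anti-ADP Eu cryptate vs ADP-d2), ex 320 nm, em 590/665 nm; signal drops as ADP forms. Enzyme 25 nM, ATP 10 uM, 30 min at 37°C after 10 min compound preincubation.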
# Akt phos inh = blocks phosphorylation of Akt. Neuro2A IGF-stimulated pAkt S473 HTRF, 20 min; hits give low values. activity change, % for hits at 50 µM. 360,000 compounds, 0.32% hits. AID 651550; in the data active means activity change below about -80%; inconclusive means mostly about -51% to -80%; further: on the % scale 0 is the no-effect control and ±100 the full control effect
#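 Single-point screen (50 µM final compound) in Neuro2A cells stimulated 20 min with 6 nM IGF at 37 deg C. After lysis, Ser473-phosphorylated Akt read by HTRF (ex 330 nm, em 615/665 nm) as the 665/615 ratio.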
# FUS yeast rescue = FUS proteinopathy suppression in yeast | Potency, µM (series often up to 76.6 µM), without a hit: top-dose growth rescue (activation), hits mostly activators | 390,000 compounds, 0.24% hits | AID 1347120 | S. cerevisiae FUS-expressing, growth rescue, OD600, 24 h;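 further: potency means the concentration at half of the fitted maximal effect; plate controls were DMSO vehicle for no effect and reference control for full effect; nearly all actives have a fitted effect of over 55% in size; some results filed as inactive show a strong effect at the top dose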
#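 Cultures pregrown in 2.5% raffinose medium are shifted to minimal medium containing 2% galactose to express toxic FUS. Compounds are tested at several concentrations. After 24hr at 30C, growth is quantified at 600 nm absorbance.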
# Abeta yeast res = A-beta toxicity reversal in yeast | yeast expressing A-beta42, growth rescue, OD600, 48 h; response scale: 0% DMSO, 100% iron-clioquinol control | AID 1347071 | 410,000 compounds, 0.063% hits | Potency, µM (titrated, usually from 46.1 µM), for the others: at the highest dose growth rescue, actives largely listed as activators; further: potency means the concentration at half of the fitted maximal effect; nearly all actives have a fitted effect of over 55% in size
#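 Growth rescue measured by 600 nm absorbance after 48 h yeast culture at 30 C with compound. Values normalized between DMSO and an equimolar ferric chloride plus clioquinol control.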
# TDP-43 yeast inh = rescues yeast growth from TDP-43 toxicity. Potency, µM (series often up to 46.1 µM), for inactives: top-dose growth rescue (activation), actives largely listed as activators. 410,000 compounds, 1.8% hits. TDP-43 expressing yeast growth rescue, BacTiter-Glo, 24 h; further: potency means the concentration at half of the fitted maximal effect; % of control where 0% means no effect; nearly all actives have a fitted effect of over 50% in size
#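 Galactose-induced TDP-43 yeast, OD600=0.02, compound pinned; 24 hr, 30 deg C; BacTiter-Glo luminescence for growth. Inhibitors of TDP-43 toxicity read as activators.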
# HEK293 tox = cytotoxicity in counter-screen for GLP-1R inverse agonists; HEK293 cAMP-luciferase reporter cells, luminescence, 24 h; Potency, µM (series often up to 38.3 µM), for the others: at the highest dose activity change, negative = inhibition, most hits filed as inhibitors; 410,000 compounds, 0.13% hits; AID 624418;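 further: loss of luciferase light is scored as toxicity; potency means the concentration at half of the fitted maximal effect; on the % scale 0 is the no-effect control and ±100 the full control effect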
#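 Luminescence readout: signal drop marks cytotoxicity. Plated cells grew 12 h at 37 °C, 5% CO2, received 23 nL compound for 24 h, then got luciferase reagent, read after 12 min at RT.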
# aSyn yeast inh = inhibitors of alpha-synuclein toxicity in yeast; Yeast expressing alpha-synuclein, growth rescue, BacTiter-Glo, 24 h; Potency, µM (doses to about 46.1 µM), for the others: top-dose growth rescue (activation), usual class: activators; 370,000 compounds, 0.14% hits; further: potency means the concentration at half of the fitted maximal effect; % of control where 0% means no effect; nearly all actives have a fitted effect of over 65% in size
#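 Rescue of yeast growth: cells expressing toxic alpha-synuclein, induced in galactose at OD600 0.02, incubated with compound 24 h at 30 C. ATP luminescence quantified growth; inhibitors of toxicity appear as activators.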
# Active calls of the source: *; i = inactive; ? = inconclusive; . = no result given; [ ] = another dose, or the depositor's remark. Unless noted, the call rests on the fitted dose curve; in most records, active means well fitted curve in the direction sought with a large enough effect; inconclusive means small, poorly fitted or top-dose-only effect, or another doubt; inactive means no such curve, though single readings can be large; an effect the other way counts as inactive or inconclusive.
SMILES,GLP-1R inv ag,PTHR1 ag,MmCpn inh,Akt phos inh,FUS yeast rescue,Abeta yeast res,TDP-43 yeast inh,HEK293 tox,aSyn yeast inh
COc1ccc(C2c3c(-c4ccccc4)n[nH]c3C(=O)N2c2ccc(C(=O)O)cc2)c(OC)c1 (stereo not given),3%,-5%,.,.,18%,1%,15%,0%,.
Cc1ccc(-c2nc(C)sc2CC(=O)Nc2cccc(C)c2C)cc1,?,i,2%,i,.,4%,25%,-18%,2%
Cc1nn(C)cc1/C=C(/C#N)C(N)=O,0%,-7%,-16%,i,.,6%,-3%,-1%,-5%
CC(C)(C)c1oc(C(=O)O)cc1CN1CCOCC1,0%,i,1%,i,-25%,5%,-2%,-4%,-3%
Cc1cc(NC(=O)CSc2nc3c(C)cccc3cc2C#N)no1,-24%,i,?,i,8%,-3%,4%,-1%,0%
Cc1cc(/C=C2\Cc3ccccc3C2=O)c(C)n1-c1ccccc1,?,-92%[inhibitor],-5%,i,69%,-23%,13%,275%[activator],-3%
CC[C@]12c3[nH]c4ccc(Cl)cc4c3CCN1C(=O)[C@@H](CC(=O)NCc1ccc(OC)c(OC)c1)C[C@@H]2C(=O)N1CCN(C(=O)C2CC2)CC1,-15%,6%,-2%,i,40%,5%,17%,-3%,2%
CC(C)(C)NC(=O)C1Cc2ccccc2CN1C(=O)Nc1ccccc1Cl (stereo not given),-8%,-6%[57.5 µM],1%,i,17%,-12%,-1%,-2%,10%
COc1ccc(C(=O)OCC(=O)NCCN2C(=O)CSC2=O)cc1[N+](=O)[O-],7%,23%,2%,i,0%,-4%,-9%,11%,-7%
CCOC(=O)C1=CCN(S(=O)(=O)c2ccccc2)C1c1ccccc1 (stereo not given),-7%,-8%,.,i,5%,-3%,?,-7%,5%
Cc1ccc(S(=O)(=O)Nc2ccc3c(c2)C(=O)N([C@H](C)CO)C[C@H](C)[C@H](CN(C)C(=O)Nc2cccc4ccccc24)OCCCC[C@@H](C)O3)cc1,?,-29%,.,i,13µM*,8%,?,-11%,6%
CCOc1cc(N2CCOCC2)c(OCC)cc1NC(=O)c1ccc(S(=O)(=O)N2CC(C)OC(C)C2)cc1 (stereo not given),6%,-16%,.,i,15%,-5%,13%,0%,-8%
Cc1ccc(N2C(=O)C3C4CC(=O)C(c5ccccc54)C3C2=O)cc1C (stereo not given),1%,-5%,0%,i,.,5%,-28%,-7%,-1%
CCN(C(=O)Cn1c(=O)oc2cc(Cl)ccc21)c1cccc(C(F)(F)F)c1,?,-3%,.,.,22%,10%,20%,-1%,.
COc1nc(N/N=C/c2ccc(-c3ccccc3[N+](=O)[O-])o2)nc(N2CCOCC2)n1,1%,-12%,-7%,i,.,-8%,4%,-2%,-1%
CC(C)N1C(=O)S/C(=C/c2cccnc2)C1=O,0%,-16%,1%,i,13%,-14%,?,10%,4%
COc1ccc(OC)c(CCNC(=O)Cn2ccc3cc(S(=O)(=O)N4CCCC4)ccc32)c1,1%,-5%,2%,i,1%,11%,11%,-12%,-4%
COc1ccc(CN2C(=O)C(CC(=O)NCc3cccs3)CC(C(=O)N(C)C)=C2C)cc1 (stereo not given),-1%,-20%,.,i,1%,1%,21%,2%,0%
COC(=O)[C@@H]1CCCN1Cc1nc(Cc2ccccc2F)no1,-1%,i,2%,i,7%,0%,12%,-6%,1%
CCCN(CCC)C(=O)CSc1nc2sc3c(c2c(=O)n1-c1ccccc1)CCN(C(C)=O)C3,20%,i,.,.,30%,-15%,27%,1%,.

# 3 entries picked at random from the list so far:
SMILES,GLP-1R inv ag,PTHR1 ag,MmCpn inh,Akt phos inh,FUS yeast rescue,Abeta yeast res,TDP-43 yeast inh,HEK293 tox,aSyn yeast inh
Cc1ccc(S(=O)(=O)Nc2ccc3c(c2)C(=O)N([C@H](C)CO)C[C@H](C)[C@H](CN(C)C(=O)Nc2cccc4ccccc24)OCCCC[C@@H](C)O3)cc1,?,-29%,.,i,13µM*,8%,?,-11%,6%
Cc1cc(/C=C2\Cc3ccccc3C2=O)c(C)n1-c1ccccc1,?,-92%[inhibitor],-5%,i,69%,-23%,13%,275%[activator],-3%
COc1ccc(CN2C(=O)C(CC(=O)NCc3cccs3)CC(C(=O)N(C)C)=C2C)cc1 (stereo not given),-1%,-20%,.,i,1%,1%,21%,2%,0%

# Going on with the list.
SMILES,GLP-1R inv ag,PTHR1 ag,MmCpn inh,Akt phos inh,FUS yeast rescue,Abeta yeast res,TDP-43 yeast inh,HEK293 tox,aSyn yeast inh
CC(c1cccs1)N(Cc1ccco1)C(=S)Nc1ccccc1Cl (stereo not given),?,4%,1%,i,27%,18%,-10%,-18%,8%
CCC(O)(CC)C(=O)NN(C(=O)Nc1csc2c1CCCC2)c1ccccc1,-23%,-15%,-9%,i,.,-7%,15%,-8%,1%
O=C(Cn1cnc2c(nnn2-c2cccc(F)c2)c1=O)Nc1ccc2c(c1)OCCO2,-21%,-16%,0%,i,.,0%,-15%,-6%,-8%
COc1ccc(-n2c(SC)nnc2-c2c[nH]c3ccccc23)cc1,3%,-18%,2%,i,-9%,0%,-23%,1%,9%
CCNC(=O)CSc1nc2cc(S(=O)(=O)Nc3ccc(OC)cc3)ccc2o1,31%,-3%,0%,i,11%,-1%,-10%,-3%,0%
CCOc1ccc(-c2ccc(SCC(=O)Nc3nnc(CC)s3)nn2)cc1,14%,-51%[inhibitor],4%,i,4%,-2%,13%,-1%,-4%
COc1cc(C(=S)N2CCOCC2)cc(OC)c1OC(=O)c1ccc(C)cc1,?,-90%[inhibitor],0%,i,?,?,1%,1%,-2%
NS(=O)(=O)c1ccc(CCNc2nc3c(-c4cccc(F)c4)nnn3c3ccc(Cl)cc23)cc1,5%,-5%,.,.,-11%,-7%,-9%,0%,.
CNCCCOc1ccc(C)cc1OC,5%[7.66 µM],4%,1%,i,3%,-10%,-5%[9.22 µM],-3%[7.66 µM],0%
O=C(NCCc1c[nH]c2ccccc12)C(=O)NCC1OCCCN1S(=O)(=O)c1ccc(F)cc1 (stereo not given),0%,-9%,1%,i,.,5%,-4%,-23%,3%
COc1cc2c(cc1OC)C1=CC(=O)C(=O)N1C(C)(C)C2,268%[activator],i,-2%,i,16%,-2%,-16%,-7%,-9%
Fc1cccc(CN2CCCCCCC2)c1,2%,-23%,0%,i,5%,-1%,-19%,-4%,-13%
CN(Cc1ccccc1)C(=O)c1nc[nH]c1C(=O)N1CCN(C(=O)OC(C)(C)C)CC1,15%,-30%[inhibitor],0%,i,-10%,9%,19%,6%,0%
COc1ccc(/C=C/C(=O)Nc2ccc(OC)cc2[N+](=O)[O-])cc1,22%,-14%,0%,i,.,-1%,19%,6%,-8%
NC(N)=S,9%,-2%,1%,i,-28%,16%,25%,-11%,2%
CC(=O)Nc1ccc(NC(=O)C2CCCN2C(=O)Nc2ccc(F)cc2)cc1 (stereo not given),31%[activator],i,2%,i,-5%,11%,-3%,4%,4%
Nc1c(S(=O)(=O)c2ccccc2)c2nc3ccccc3nc2n1/N=C/c1cccc(O)c1,?,-4%,1%,i,8%,-9%,-21%,-12%,-11%
Cc1ccc(NC(=S)NCc2ccco2)c(C)c1,-24%,-65%[inhibitor],1%,i,42%,?,-25%,?,-4%
COC1(OC)C(/C=C/c2ccc(C)cc2)C(C#N)(C#N)C1(OC)OC (stereo not given),?,i,.,i,-5%,5%,1%,-32%,3%
Cc1ccc(NC(=O)Cc2nnc(N)s2)cc1,15%,i,2%,i,-3%,-1%,-14%,-2%,-4%
C/C(CCc1ccco1)=N\NC(=O)CNc1cccc2ccccc12,?,-23%,-6%,i,11%,9%,0%,-29%,2%
CC1=NN(C(=O)c2ccc(Cn3cc(Br)c([N+](=O)[O-])n3)o2)C(O)(C(F)(F)F)C1 (stereo not given),-32%,-55%[inhibitor],-1%,i,14%,-18%,-9%,?,2%
C[C@@H]1CN([C@H](C)CO)C(=O)c2cc(NC(=O)Nc3ccc4c(c3)OCO4)ccc2O[C@H]1CN(C)Cc1ccncc1,-61%,0%,0%,i,-6%,-3%,19%,-24%,-2%
CCOC(=O)C1CCCN(C(=O)c2ccc3nc(-c4ccc(OC)c(OC)c4)c(-c4ccc(OC)c(OC)c4)nc3c2)C1 (stereo not given),64%[activator],i,-1%,i,?,-13%,-5%,26%,7%
O=C1Oc2ccccc2C(=O)/C1=C/c1ccccc1O,6%,-29%,-10%,i,8%,-95%[inhibitor],-95%[inhibitor],22%,?
N#Cc1cc(O)c(-n2nnc3ccccc32)cc1C#N,3%,i,-2%,i,13%,4%,-13%,8%,2%
COc1ccc2nc(NC(=O)CN3CCOCC3)sc2c1,8%,i,-3%,i,19%,-4%,-8%,-1%,0%
O=C(Cc1ccc([N+](=O)[O-])cc1)N1CCN=C1SCc1ccccc1,3%,i,0%,i,-9%,-4%,14%,-4%,1%
O=C(CCCCCn1c(=S)[nH]c2cc3c(cc2c1=O)OCO3)N1CCN(C(=O)c2ccco2)CC1,-8%,i,-12%,?,40%,5%,-6%,3%,-1%
CCn1c(CCl)nc2cc(S(=O)(=O)N3CCOCC3)ccc21,0%,i,-1%,i,41%,-8%,?,-9%,-2%
Cn1cnnc1SCC(=O)n1c2ccccc2c2ccccc21,2%,-7%,-1%,i,-3%,6%,?,5%,-5%
CCOc1c2ccccc2nn1CCO,-2%,-9%,2%,i,-16%,1%,17%,4%,1%
O=C(COC(=O)c1cc2c(s1)CCC2)Nc1ccc(F)cc1,2%,-6%,-2%,i,?,?,-28%,3%,5%

# This is a subset; rates above refer to the full screens.
